D1 potentiator: Potentiators of Human D1 Dopamine Receptor: qHTS; D(1A) dopamine receptor (Homo sapiens), P21728; HEK293 TREx D1 cells, calcium flux, dopamine EC20 potentiation; potentiation, % at 10 µM; actives 0.036% (n = 360,000); AID 504651, 2011; in the data active = potentiation above about 30%; also: 0% is about no effect
Target sequence (P21728 whole entry, looked up): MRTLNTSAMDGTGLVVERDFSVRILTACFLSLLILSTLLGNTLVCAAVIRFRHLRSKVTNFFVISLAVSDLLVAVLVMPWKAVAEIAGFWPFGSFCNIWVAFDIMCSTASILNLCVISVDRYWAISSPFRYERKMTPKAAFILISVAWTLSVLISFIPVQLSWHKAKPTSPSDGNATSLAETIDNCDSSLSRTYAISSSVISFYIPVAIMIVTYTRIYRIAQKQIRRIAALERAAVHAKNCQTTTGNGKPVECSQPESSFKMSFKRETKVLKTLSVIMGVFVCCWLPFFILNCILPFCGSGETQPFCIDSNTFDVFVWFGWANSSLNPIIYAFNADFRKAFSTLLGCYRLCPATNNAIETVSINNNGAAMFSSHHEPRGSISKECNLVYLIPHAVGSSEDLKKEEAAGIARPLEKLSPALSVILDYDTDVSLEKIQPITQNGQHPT
D2 ag: HTS Assay for Allosteric Agonists of the Human D2 Dopamine Receptor: Primary Screen for Agonists; HEK293 T-REx D2 cells, calcium flux agonist mode; activation, % at 2 µM; AID 485358, 2010; actives 0.53% (n = 340,000); D(2) dopamine receptor (Homo sapiens), P14416;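 active = activation over 3 SD above normal in the single-dose calcium agonist read, cut at about 30% in these data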; also: 0% is about no effect
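In this primary screen, compounds producing a positive calcium signal within 180 s of addition to tetracycline-induced, force-coupled HEK293 Trex D2 cells are flagged; cells are dye-loaded with a no-wash calcium kit beforehand.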
D2 potentiator: HTS Assay for Positive Allosteric Modulators of the Human D2 Dopamine Receptor: Primary Screen for Potentiators; HEK293 T-REx D2, calcium flux, EC20 dopamine potentiation; potentiation, % at 10 µM; actives 0.34% (n = 340,000); AID 485347, 2010;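 active = potentiation over 3 SD above the plate norm, cut at about 30% in these data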; also: 0% is about no effect
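Primary screen. Calcium kinetics in induced HEK293 T-REx D2 cells: compound pre-addition 180 s, EC20 dopamine, 180 s more.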
D1 ag: Allosteric Agonists of the Human D1 Dopamine Receptor: qHTS; D(1A) dopamine receptor (Homo sapiens), P21728; HEK293 T-REx D1 cells, calcium flux, agonist mode; activation, % at 2 µM; actives 1% (n = 360,000); AID 504660, 2011; also: 0% is about no effect
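Agonism was scored from calcium flux recorded over 180 s (1 read/s) after pintool compound addition, following a 10-cycle baseline. Cells were inducible force-coupled HEK293 TREx D1, plated overnight at 30 C and loaded with no-wash calcium dye.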
RXFP1 antag: qHTS Assay for Antagonists of the Relaxin Receptor RXFP1 | HEK293-RXFP1, relaxin-stimulated cAMP HTRF, 30 min; hits give low values | activity change, negative = inhibition, % at 57.5 µM | actives 0.59% (n = 350,000);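 active = activity change of -60% or lower, but not beyond a set lower limit; inconclusive = change between -60% and -40%, or beyond the set limit; inactive = change above -40%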; also: % is scaled to controls: 0 for no effect and ±100 for the full control effect
D1 antagonist: Antagonist of Human D 1 Dopamine Receptor: qHTS | D(1A) dopamine receptor (Homo sapiens), P21728 | HEK293 TREx D1 cells, calcium flux, dopamine EC80; hits give low values | activity change, negative = inhibition, % at 10 µM | actives 3.2% (n = 360,000); in the data active = activity change below about -30%; also: % is scaled to controls: 0 for no effect and ±100 for the full control effect
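After overnight tetracycline induction at 30 C, force-coupled D1 HEK293 cells took up a no-wash calcium dye at room temperature. Compounds were added and monitored 180 s, and the response to EC80 dopamine was then recorded.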
TRHR enhancer: qHTS for Small Molecule Agonists and Allosteric Enhancers of Human TRH Receptor: Primary Screen for Enhancers; TRHR cells, fluo-8 calcium fluorescence, EC20 TRH enhancement; Thyrotropin-releasing hormone receptor (Homo sapiens), P34981; actives 0.66% (n = 360,000); enhancement, % at 2 µM; in the data active = enhancement above about 30%; also: 0% is about no effect
Target sequence (P34981 whole entry, looked up): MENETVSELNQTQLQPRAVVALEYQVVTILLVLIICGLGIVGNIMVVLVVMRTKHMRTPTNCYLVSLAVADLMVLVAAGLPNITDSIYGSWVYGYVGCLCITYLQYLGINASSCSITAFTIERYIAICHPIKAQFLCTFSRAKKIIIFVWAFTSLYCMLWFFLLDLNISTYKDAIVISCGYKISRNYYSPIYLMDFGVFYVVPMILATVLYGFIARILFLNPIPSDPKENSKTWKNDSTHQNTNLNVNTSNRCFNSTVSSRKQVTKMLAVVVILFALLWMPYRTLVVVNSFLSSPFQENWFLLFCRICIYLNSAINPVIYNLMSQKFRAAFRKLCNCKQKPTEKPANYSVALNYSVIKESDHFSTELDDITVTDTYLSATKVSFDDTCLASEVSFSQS
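TRHR-expressing cells loaded with fluo-8 calcium dye were read kinetically (ex 480/em 530) during compound addition, then stimulated with an EC20 of TRH (10 nM final). Enhancement of the Gq-mediated intracellular calcium response was scored.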
TRHR ag: qHTS for Small Molecule Agonists and Allosteric Enhancers of Human TRH Receptor: Primary Screen for Agonists; actives 0.18% (n = 360,000); Thyrotropin-releasing hormone receptor (Homo sapiens), P34981; TRHR cells, calcium flux fluo-8, FDSS agonist mode; activation, % at 2 µM; also: 0% is about no effect
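Steps: seed TRHR cells overnight; add fluo-8 no-wash Ca dye, RT 30 min–1.5 h; record 10 s baseline; pin-transfer compounds; monitor fluorescence 1 cycle/s for the agonist window. Calcium increases flag candidate agonists.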
D2 antagonist: HTS Assay for Allosteric Antagonists of the Human D2 Dopamine Receptor: Primary Screen for Antagonists | inhibition, % at 10 µM | HEK293 TREx D2 cells, calcium flux, dopamine EC80 | actives 2% (n = 340,000); in the data active = inhibition above about 30%; also: 0% is about no effect
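Calcium mobilization kinetics were recorded at 1 s intervals in tetracycline-induced HEK293 T-REx D2 cells, first for 180 s after compound addition and then 180 s after EC80 dopamine.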
Starred values were filed as active, the others as inactive; u = inconclusive; x = no result given; & = joins results of further samples. Rule as the data show it, unless noted: active = activation above about 30%; inactive = the rest.

SMILES | D1 potentiator | D2 ag | D2 potentiator | D1 ag | RXFP1 antag | D1 antagonist | TRHR enhancer | TRHR ag | D2 antagonist
COCCNC(=O)CN(c1cccc(OC)c1)S(=O)(=O)c1ccc(C)cc1 | 3 | -1.4 | 6 | 2 | -3 | -6 | -2 | -1.4 | -6
Cc1cc2occ(CC(=O)N(C)CC(=O)Nc3c(C)cccc3C)c2cc1C | 6 | -0.3 | 7 | 7 | 8 | -3 | -6 | -0.4 | -8
COc1ccc(-c2nc(N)nc(C)c2Oc2ccccc2Br)c(O)c1 | 2 | 1.2 | 9 | 2 | u | -2 | 5 | -1.1 | 3
CCC(C)C(NC(=O)c1ccccc1)C(=O)Nc1ccc(S(=O)(=O)Nc2cc(C)nc(C)n2)cc1 (stereo not drawn) | -1 | 0.0 | 14 | 0 | 12 | -59* | -1 | 0.7 | 28
CSCCC(NC(C)=O)C(=O)Oc1ccc2c3c(c(=O)oc2c1)CCCC3 (stereo not drawn) | 4 | 0.2 | -7 | 4 | 1 | -20 | 3 | -0.8 | -4
CCOC(=O)N1CCC(n2c(SCC(=O)NCCC3=CCCCC3)nc3ccccc3c2=O)CC1 | -3 | 0.7 | -1 | 4 | -18 | -9 | -6 | 0.7 | 26
CN1CCN(C(=O)CN(CCc2ccccc2)S(C)(=O)=O)CC1 | 0 | 0.5 | 11 | 2 | -28 | -3 | -2 | 0.5 | -24
O=C(c1ccc(=O)[nH]c1)N(Cc1ccco1)C1(C(=O)NC2CCCCC2)CCCCC1 | -7 | 1.8 | -13 | 1 | -4 | -1 | 2 | -0.4 | 38*
CCOc1cc(/C=N/Nc2nc(C)cc(=O)[nH]2)ccc1O | -7 | 0.5 | -3 | 5 | 1 | 3 | -2 | 0.4 | -11
Cc1nc(COC(=O)c2cc(O)c3ccccc3c2O)cs1 | 1 | -0.3 | -1 | 7 | 27 | -9 | -2 | 0.0 | 7
CCOC(=O)COc1cccc2c(=O)n(CC(=O)NCc3ccc4c(c3)OCO4)ccc12 | 2 | -0.6 | 6 | 1 | -14 | -4 | 2 | -0.9 | 3
Cc1ccc2nc(NC(=O)CCCC(=O)O)sc2c1 | -1 | 1.1 | -1 | 0 | 5 | -2 | 6 | -0.1 | 1
Cc1ccc(OCC(=O)NNC(=O)c2ccoc2C)c(Br)c1 | -1 | 0.7 | 5 | 3 | 9 | 1 | 9 | -0.3 | 16
CCC1CCCCN1CCCNC(=O)c1[nH]c2ccccc2c1Sc1ccc(Cl)cc1 (stereo not drawn) | 0 | -1.2 | -9 | 4 | -33 | 17 | -1 | 0.4 | x
O=C(NCC(c1ccco1)N1CCCCC1)c1cccc(NS(=O)(=O)c2ccc(Br)cc2)c1 (stereo not drawn) | 0 | -0.7 | -10 | 5 | -6 | 5 | 2 | -0.1 | 6
Cc1ccccc1Nc1c2c(nc3nncn13)CCC2 | 2 | 3.8 | 2 | -1 | 2 | 6 | 0 | -1.3 | x
CC1=NN(C(=O)Cc2ccc([N+](=O)[O-])cc2)C(O)(c2cccnc2)C1 (stereo not drawn) | -3 | -0.6 | -3 | 5 | -9 | -10 | -1 | 0.3 | 8
O=[N+]([O-])c1nn(-c2ccccc2)n(O)c1=NCc1ccc2c(c1)OCO2 | -5 | -0.3 | 16 | 1 | 7 | -18 | -10 | -0.8 | -6
CC(C)Cc1nc(N2CCN(C(=O)c3ccco3)CC2)c(C#N)c2c1CCC2 | 7 | 0.1 | 1 | 11 | -18 | 0 | 2 | -0.5 | 5
COc1ccc(-c2cc(-c3ccco3)[nH]c(=O)c2C#N)cc1 | 3 | 2.5 | 1 | 2 | -5 | -7 | -4 | 0.8 | -11
CCCc1nc(SCC(=O)N2CCCc3ccccc32)c2c(=O)n(C)c(=O)n(C)c2n1 | 0 | 0.8 | -1 | 1 | 7 | 22 | -4 | 0.6 | -23
COc1cc(NC(=O)CCN2CCN(c3ccccc3F)CC2)cc(OC)c1 | -11 | 31* | -11 | 3 | -4 | -42* | 11 | 0.0 | 40*
CSCCC(NC(=O)c1ccco1)C(=O)N1CCN(Cc2ccccc2)CC1 (stereo not drawn) | -10 | 20 | -1 | 0 | 4 | -11 | 2 | 0.7 | -8
CCN(C(=O)COC(=O)c1cc(C)n(-c2ccc(F)cc2)c1C)C1CCS(=O)(=O)C1 (stereo not drawn) | -4 | 0.7 | 11 | 15 | -22 | 6 | -6 | -0.3 | -14
COc1cc(/C=C(\NC(=O)c2ccccc2)C(=O)NC(C(=O)O)c2ccccc2)cc(OC)c1OC (stereo not drawn) | -3 | 5.3 | 3 | 2 | x | -4 | -4 | -0.3 | 0

Ordered by number of heavy atoms (highest first): some entries from above
SMILES | D1 potentiator | D2 ag | D2 potentiator | D1 ag | RXFP1 antag | D1 antagonist | TRHR enhancer | TRHR ag | D2 antagonist
COc1cc(/C=C(\NC(=O)c2ccccc2)C(=O)NC(C(=O)O)c2ccccc2)cc(OC)c1OC (stereo not drawn) | -3 | 5.3 | 3 | 2 | x | -4 | -4 | -0.3 | 0
CCC(C)C(NC(=O)c1ccccc1)C(=O)Nc1ccc(S(=O)(=O)Nc2cc(C)nc(C)n2)cc1 (stereo not drawn) | -1 | 0.0 | 14 | 0 | 12 | -59* | -1 | 0.7 | 28
CCOC(=O)COc1cccc2c(=O)n(CC(=O)NCc3ccc4c(c3)OCO4)ccc12 | 2 | -0.6 | 6 | 1 | -14 | -4 | 2 | -0.9 | 3
CCCc1nc(SCC(=O)N2CCCc3ccccc32)c2c(=O)n(C)c(=O)n(C)c2n1 | 0 | 0.8 | -1 | 1 | 7 | 22 | -4 | 0.6 | -23
CCN(C(=O)COC(=O)c1cc(C)n(-c2ccc(F)cc2)c1C)C1CCS(=O)(=O)C1 (stereo not drawn) | -4 | 0.7 | 11 | 15 | -22 | 6 | -6 | -0.3 | -14
CC(C)Cc1nc(N2CCN(C(=O)c3ccco3)CC2)c(C#N)c2c1CCC2 | 7 | 0.1 | 1 | 11 | -18 | 0 | 2 | -0.5 | 5
CSCCC(NC(C)=O)C(=O)Oc1ccc2c3c(c(=O)oc2c1)CCCC3 (stereo not drawn) | 4 | 0.2 | -7 | 4 | 1 | -20 | 3 | -0.8 | -4
O=[N+]([O-])c1nn(-c2ccccc2)n(O)c1=NCc1ccc2c(c1)OCO2 | -5 | -0.3 | 16 | 1 | 7 | -18 | -10 | -0.8 | -6
COc1ccc(-c2nc(N)nc(C)c2Oc2ccccc2Br)c(O)c1 | 2 | 1.2 | 9 | 2 | u | -2 | 5 | -1.1 | 3
CN1CCN(C(=O)CN(CCc2ccccc2)S(C)(=O)=O)CC1 | 0 | 0.5 | 11 | 2 | -28 | -3 | -2 | 0.5 | -24
Cc1nc(COC(=O)c2cc(O)c3ccccc3c2O)cs1 | 1 | -0.3 | -1 | 7 | 27 | -9 | -2 | 0.0 | 7
Cc1ccc2nc(NC(=O)CCCC(=O)O)sc2c1 | -1 | 1.1 | -1 | 0 | 5 | -2 | 6 | -0.1 | 1

Going on with the list:
SMILES | D1 potentiator | D2 ag | D2 potentiator | D1 ag | RXFP1 antag | D1 antagonist | TRHR enhancer | TRHR ag | D2 antagonist
COc1cc(/C=N/NC(=O)c2cc(O)cc(O)c2)ccc1OC(=O)c1ccccc1 | 0 | 0.6 | 9 | 5 | -39 | 12 | 2 | -0.2 | 9
Fc1ccc(SCCc2ccccn2)cc1 | -10&-4 | -0.4&-0.7 | 0&0 | 0&1 | -2&-11 | -18&-11 | 20&-1 | -0.4&-0.9 | -1&13
COC(=O)c1ccc(NC(=O)COC(=O)C2=NN(c3ccccc3)C(=O)CC2)cc1 | -14 | 0.3 | 0 | 0 | 1 | 3 | 5 | 0.3 | 6
Cc1ccc2onc(CNC(=O)N3CCN(c4cccc(C)c4C)CC3)c2c1 | 0 | 0.2 | 1 | 0 | -38 | 1 | 5 | -0.3 | x
Cc1cc2c(cc1C)NC(c1cccnc1)C1=C(CC(C)(C)CC1=O)N2 (stereo not drawn) | -8 | x | x | -2 | -11 | 5 | 3 | -0.1 | x
CC(C)(C)c1nn(-c2ccccc2)c2[nH]c(=O)c(C=O)cc12 | 8 | -1.5 | 1 | 4 | -7 | 8 | 4 | 0.0 | 39*
COc1cc(/C=C/C(=O)O)cc(S(=O)(=O)NCCO)c1OC | -7 | 0.7 | 5 | 2 | 0 | -4 | -3 | 0.7 | 7
CCn1nc(C)cc1C(=O)NC1CCCc2c1cnn2-c1cc(F)cc(F)c1 (stereo not drawn) | -7 | 0.1 | -3 | 4 | -3 | -5 | -4 | 0.2 | 6
O=C(CN1CCOCC1)Nc1nc(-c2ccc(Cl)cc2)cs1 | -2 | 1.4 | 10 | 3 | -4 | -11 | 9 | -0.3 | -22
O=C(Nc1nc(-c2ccc(S(=O)(=O)N3CCCC3)cc2)cs1)c1cccs1 | -6 | x | 15 | 5 | -8 | 4 | -2 | -0.4 | x
Cc1ccc(C2=NN(CC(=O)NCc3cccnc3)C(=O)CC2)cc1 | -2 | 0.1 | 11 | 1 | x | 1 | -2 | -0.2 | 5
CCn1nc(C(=O)N2CCc3ccccc3C2)c2ccccc2c1=O | -4 | -0.3 | 2 | 0 | -19 | -2 | 6 | 0.2 | 21
Cn1nnnc1SCCNCc1ccc(OCc2ccccc2Cl)cc1 | -1 | 0.3 | 4 | 98* | x | -5 | 5 | -1.8 | x
c1ccc2oc(-c3[nH]ncc3CN3CCC(N4CCSCC4)CC3)cc2c1 | -2 | -1.0 | 3 | 5 | -8 | -6 | -1 | -0.1 | 3
Cc1ccc(CSc2nnc(NC(=O)C3COc4ccccc4O3)s2)cc1 (stereo not drawn) | -3 | 0.4 | 6 | 3 | x | -15 | -16 | -0.5 | 0
CCOC(=O)CNC(=O)/C(=C\c1ccc(F)cc1)NC(=O)c1ccccc1 | 8 | -0.2 | 13 | 2 | -19 | -1 | 1 | 0.1 | 4
COc1ccc(CNC(=O)/C(C)=C\C(=O)O)cc1 | -6 | 0.2 | 1 | 0 | 9 | 3 | 0 | 0.9 | 36*
Cc1ccc(C(C)C)c(OCC(O)CN2CCN(c3ccccc3F)CC2)c1 (stereo not drawn) | -1 | x | -15 | 4 | -23 | -34* | 11 | 0.8 | x
N#Cc1ccccc1COC(=O)c1cc(=O)c2ccccc2o1 | -1 | 0.1 | -13 | 1 | -25 | -4 | -6 | 0.0 | -2

High-throughput results from PubChem.

This is a random part of the collection; about 7.3% have a hit in one of these screens.
